# M5 PAM – positive allosteric modulators of human muscarinic M5 receptor; activation, % at 3 µM; P08912; CHO-K1 hM5, Fluo-8 calcium, ACh EC20 PAM; 0% = ACh EC20, 100% = ACh EC100; 360,000 tested, 0.3% active;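 active means activation above the run cutoff, the mean activation of all test compounds plus 3 SD, cut at about 18% in these data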
#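 System: CHO-K1 hM5 cells. Reagent: acetylcholine, EC20 level. Compound dosing: single dose, 3 µM nominal final test concentration. Timing: Post-acetylcholine fluorescence recording 140 s. Detection: Fluo-8 calcium fluorescence. Read-out: % activation, ACh-normalized. Benchmarks: ACh EC20 and EC100 wells. Repeats: singlicate, one well per test compound.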
# M4 ag – CHRM4 agonism in calcium assay. CHO-K1 hM4/Gqi5, Fluo-8 calcium fluorescence; vehicle 0%, full acetylcholine response 100%. activation, % at 3 µM. 360,000 tested, 0.14% active;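 active means activation above the run mean over all test wells plus 3 SD, cut at about 32% in these data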;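 further: peak over basal fluorescence ratio per well then scaled between controls; 0% = DMSO wells and 100% = acetylcholine at EC100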
# CHRM5 antagonist – antagonists of human muscarinic M5 receptor (CHRM5). P08912. CHO-hM5 cells, Fluo-8 calcium fluorescence, ACh EC80. inhibition, % at 3 µM. 360,000 tested, 0.59% active;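 active means inhibition above a per-plate cutoff, the mean of that plate's test compounds plus 3 SD, cut at about 27% in these data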;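 further: 0% = acetylcholine EC80 with DMSO and 100% = DMSO without agonist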
# M4 antag – blocks acetylcholine activation of human M4 receptor | CHO-hM4 cells, ACh EC80, Fluo-8 calcium fluorescence | inhibition, % at 3 µM | 360,000 tested, 0.73% active | P08173;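 active means inhibition above its plate's cutoff, the mean inhibition of sample wells plus 3 SD, cut at about 27% in these data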;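 further: 0% = acetylcholine EC80 with DMSO and 100% = DMSO without agonist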
# CHRM5 agonist – agonists of human muscarinic M5 receptor (CHRM5); P08912; CHO-K1 hM5 cells, Fluo-8 calcium fluorescence; 0% DMSO wells, 100% maximal acetylcholine response; activation, % at 3 µM; 360,000 tested, 0.19% active;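 active means activation above the run's mean over test compounds plus 3 SD, cut at about 23% in these data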;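 further: signal is peak over basal fluorescence ratio across the kinetic read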
# CHRM4 PAM – CHRM4 positive allosteric modulation; P08173; CHO-K1 hM4/Gqi5, Fluo-8 calcium fluorescence, ACh EC20; 0% = ACh EC20, 100% = maximal ACh; activation, % at 3 µM; 360,000 tested, 0.4% active;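 active means activation above its plate's cutoff, the mean activation of sample wells plus 3 SD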; further: some results filed as inactive read as strong as hits
# CRFBP-R2 block – antagonists of CRF-binding protein/CRF-R2 receptor complex; HEK293 CRF-R2/CRF-BP, CRF-induced calcium fluorescence; inhibition, % at 11.8 µM; 350,000 tested, 0.59% active;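 active means inhibition of the ligand-induced calcium signal above about 50% at the single tested concentration, limit read from the data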
# IDE cell inh – cellular human IDE inhibition; 320,000 tested, 0.41% active; HEK cells, FAbetaB cleavage, fluorescence polarization; inhibition, % at 5.59 µM;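 active means percent inhibition above the average of all tested compounds plus 3 SD, set per screening campaign, cut at about 16% in these data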;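 further: IDE supplied by intact live HEK cells; FP after avidin binding of uncleaved biotin substrate so inhibition keeps polarization high; 0% = DMSO wells and 100% = 60 µM reference IDE inhibitor Ii1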
# Target sequence (P14735 whole entry, looked up): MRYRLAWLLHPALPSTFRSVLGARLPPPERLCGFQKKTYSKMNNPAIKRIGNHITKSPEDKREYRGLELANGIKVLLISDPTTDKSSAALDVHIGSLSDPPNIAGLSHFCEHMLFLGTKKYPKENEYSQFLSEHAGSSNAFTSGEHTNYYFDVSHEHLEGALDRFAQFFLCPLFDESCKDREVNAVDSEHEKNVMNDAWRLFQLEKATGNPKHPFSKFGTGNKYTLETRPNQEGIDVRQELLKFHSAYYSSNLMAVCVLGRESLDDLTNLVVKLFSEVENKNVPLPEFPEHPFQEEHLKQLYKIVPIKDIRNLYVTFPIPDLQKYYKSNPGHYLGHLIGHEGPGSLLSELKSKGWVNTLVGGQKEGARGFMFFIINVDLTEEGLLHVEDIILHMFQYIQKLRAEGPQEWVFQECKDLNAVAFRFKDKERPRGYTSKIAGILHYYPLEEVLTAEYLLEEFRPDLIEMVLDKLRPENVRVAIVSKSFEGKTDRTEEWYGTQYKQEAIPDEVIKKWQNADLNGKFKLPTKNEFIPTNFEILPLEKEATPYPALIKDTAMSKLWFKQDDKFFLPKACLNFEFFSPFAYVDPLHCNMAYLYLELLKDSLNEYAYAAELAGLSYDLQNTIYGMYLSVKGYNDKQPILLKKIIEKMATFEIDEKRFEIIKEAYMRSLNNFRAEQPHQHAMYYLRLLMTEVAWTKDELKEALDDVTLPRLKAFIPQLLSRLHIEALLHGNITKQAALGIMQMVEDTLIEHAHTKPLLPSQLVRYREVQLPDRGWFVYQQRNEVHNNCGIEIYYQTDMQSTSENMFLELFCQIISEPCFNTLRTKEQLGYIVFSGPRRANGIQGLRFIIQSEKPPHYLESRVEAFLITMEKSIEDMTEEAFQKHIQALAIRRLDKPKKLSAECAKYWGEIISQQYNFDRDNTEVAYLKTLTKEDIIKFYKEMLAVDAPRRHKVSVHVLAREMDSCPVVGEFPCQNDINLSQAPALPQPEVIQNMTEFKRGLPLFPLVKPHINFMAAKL
# CRFBP-R2 agonist – CRF-BP/CRF-R2 complex agonism | 350,000 tested, 0.46% active | HEK293 CRF-R2/CRF-BP, calcium dye fluorescence (FLIPR); percent of saturating CRF peptide response | activation, % at 13.2 µM;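 active means activation of at least 50%, plus an integration ratio under a set limit after plate pattern correction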;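 further: plate controls were neutral control wells without compound for no effect and CRF at EC100 for full effect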
# Active calls of the source: *; . = no result given.
SMILES,M5 PAM,M4 ag,CHRM5 antagonist,M4 antag,CHRM5 agonist,CHRM4 PAM,CRFBP-R2 block,IDE cell inh,CRFBP-R2 agonist
CCOCCCNC(=O)C(c1ccccc1)N(Cc1cccs1)C(=O)CNC(=O)c1ccccc1 (stereo not given),-12,11,7,-6,4,-6,-37,2,1.2
O=C(Oc1ccccc1)N(c1ccccc1)c1ccccc1,7,8,-6,4,13,-9,0,2,-0.8
Cc1ccc2nc(N(CCCN(C)C)C(=O)c3ccc(Br)s3)sc2c1,15,11,-4,6,-9,-1,-22,8,4.3
CN(C)Cc1c(O)ccc2[nH]cnc12,0,0,4,4,-1,1,9,2,-0.7
CC1CCN(S(=O)(=O)c2ccccc2)CC1,-6,0,6,-5,-10,-6,-11,9,0.9
COc1ccc(Cc2nnc(NC(=O)c3cc(OC)c(OC)c(OC)c3)s2)cc1,12,4,-3,-3,7,-3,-43,6,-0.4
O=C(NCCc1ccc(Cl)cc1)C1CCN(S(=O)(=O)N2CCC3(CC2)OCCO3)CC1,-1,2,-10,3,2,-8,27,-2,-2.0
CC(C)(C)n1nnnc1C(c1cccs1)N1CCN(C/C=C/c2ccccc2)CC1 (stereo not given),-22,-1,28*,13,-8,-14,.,.,.
CCC(c1nnnn1-c1ccc(OC)cc1)N1CCN(C/C=C/c2ccccc2)CC1 (stereo not given),-17,6,14,-18,-7,-5,.,.,.
COc1ccc(/C=C/C(=O)NCc2ccccn2)cc1OC,-1,-1,6,8,-2,-3,3,7,-2.5
COCC1CCN(C(=O)c2cc(COc3ccc4c(c3)CCCC4)on2)C1 (stereo not given),3,3,5,1,-2,-2,-7,-2,-0.8
COC(=O)N/N=C/C1=CCC2CC1C2(C)C (stereo not given),4,1,4,8,1,-5,1,1,-0.2

# Some of the entries so far, field by field.
SMILES: O=C(Oc1ccccc1)N(c1ccccc1)c1ccccc1
  M5 PAM = 7
  M4 ag = 8
  CHRM5 antagonist = -6
  M4 antag = 4
  CHRM5 agonist = 13
  CHRM4 PAM = -9
  CRFBP-R2 block = 0
  IDE cell inh = 2
  CRFBP-R2 agonist = -0.8
SMILES: COc1ccc(/C=C/C(=O)NCc2ccccn2)cc1OC
  M5 PAM = -1
  M4 ag = -1
  CHRM5 antagonist = 6
  M4 antag = 8
  CHRM5 agonist = -2
  CHRM4 PAM = -3
  CRFBP-R2 block = 3
  IDE cell inh = 7
  CRFBP-R2 agonist = -2.5
SMILES: COC(=O)N/N=C/C1=CCC2CC1C2(C)C (stereo not given)
  M5 PAM = 4
  M4 ag = 1
  CHRM5 antagonist = 4
  M4 antag = 8
  CHRM5 agonist = 1
  CHRM4 PAM = -5
  CRFBP-R2 block = 1
  IDE cell inh = 1
  CRFBP-R2 agonist = -0.2
SMILES: COCC1CCN(C(=O)c2cc(COc3ccc4c(c3)CCCC4)on2)C1 (stereo not given)
  M5 PAM = 3
  M4 ag = 3
  CHRM5 antagonist = 5
  M4 antag = 1
  CHRM5 agonist = -2
  CHRM4 PAM = -2
  CRFBP-R2 block = -7
  IDE cell inh = -2
  CRFBP-R2 agonist = -0.8

# (cont.)
SMILES,M5 PAM,M4 ag,CHRM5 antagonist,M4 antag,CHRM5 agonist,CHRM4 PAM,CRFBP-R2 block,IDE cell inh,CRFBP-R2 agonist
O=C(NCCCc1ccccc1)c1ccncc1,-1,1,-4,-10,-2,-4,31,0,-5.5
COc1ccc(C(=O)NC(CC(C)C)C(=O)O)cc1 (stereo not given),6,0,3,-13,2,6,-9,3,1.0
CC1Cc2ccccc2N1C(=O)Cn1nc(C(=O)O)c2ccccc2c1=O (stereo not given),-4,2,6,6,2,-7,-4,3,0.3
Cc1c(NC(=O)C2(c3ccccc3)CCCC2)c(=O)n(-c2ccccc2)n1C,3,1,-2,-3,-5,2,-9,6,-1.9
CC(C)[C@H](NS(=O)(=O)c1ccccc1)C(=O)OCC(=O)Nc1cccc(S(N)(=O)=O)c1,-10,0,11,0,0,-1,-11,-2,-0.4
O=C(NC1CCCC1)c1ccc(COc2ccccc2Br)o1,7,1,-23,-1,-3,2,-10,2,-3.9
FC(F)(F)c1cc(-c2ccccc2)nc(NCC2CCCO2)n1 (stereo not given),12,-1,-14,-11,-11,6,-5,-1,-1.0
COc1ccc(Cl)c(Cn2c(NCCCN(C)C)nc3c2c(=O)n(C)c(=O)n3C)c1,0,0,7,7,-5,8,15,-2,-4.6
CCOC(=O)[C@@H]1[C@H]2COc3ccc(Br)cc3[C@@H]2N2C(=O)N(c3ccccc3)C(=O)[C@@]12C,9,1,3,-5,-1,16,6,1,5.7
O=C(c1ccc(-n2cccn2)cc1)N1CCN(c2ncccc2C(F)(F)F)CC1,-10,17,-3,-16,0,-6,7,4,0.0
CC(=O)Nc1ccc(NC(=O)C(C)OC(=O)C2CCCCC2)cc1 (stereo not given),-2,1,2,3,2,6,52*,1,-6.5
Cc1cccnc1C1=NOC(Cc2ccccc2)C(=O)N1CCOc1ccc(F)cc1 (stereo not given),-8,7,7,9,1,-3,.,.,.
Cc1nonc1C(=O)N/N=C/c1ccccc1,-6,0,1,-7,-2,4,21,0,-1.5
CC(=O)Nc1ccc(NC(=O)c2cc(-c3ccc(C)c(C)c3O)n[nH]2)cc1,-3,1,11,7,-1,0,-16,3,2.4
COc1ccccc1N(CC(=O)NC(C)(C)C)C(=O)C1CSC(=O)C1 (stereo not given),1,0,-1,-5,1,-1,-18,7,-1.2
COc1ccc(-n2c(SCC(=O)Nc3ccccc3C)nc(O)c(Cc3ccccc3)c2=O)cc1,-2,0,5,3,-2,2,-21,-1,0.3
O=C(Cc1ccccc1)NC1CCSc2ccccc21 (stereo not given),0,0,-3,2,-7,1,5,-2,-0.7
Cc1cc(SCC(=O)OC/C(O)=C(\C#N)c2nc3ccccc3[nH]2)c(C)cc1Br,-2,1,10,1,5,4,-3,-1,1.1
CCN(CC)c1ccc(C(=O)OCC(=O)N(C(C)C)C(C)C)cc1,1,1,-8,-3,-4,-2,-6,1,-0.9
O=C(COc1ccc(Br)cc1F)Nc1nnc(C2CC2)s1,-13,1,15,-14,8,12,-9,4,-0.5
O=C(Oc1ccc2ccccc2c1)c1ccccc1,-3,-1,8,4,-1,-3,6,-7,1.1
CCCCCC(=O)N1C[C@H](n2cc(-c3ccc(F)cc3)nn2)[C@@H](O)C[C@@H]1c1ccc(Cl)cc1,1,10,-2,-17,3,-2,7,.,-1.0
O=C(CC(Nc1ccc(Cl)cc1)C(=O)O)c1ccccc1 (stereo not given),1,0,8,4,-6,-2,27,2,-0.8
CCCNC(=S)N1CCC(NC(=O)c2ccc(OC)cc2)CC1,2,0,-6,-13,4,1,13,2,-1.9
Nc1nc(-c2ccco2)nn1C(=O)c1ccc(Cl)cc1,-4,1,2,-9,-3,15,-7,0,-0.1
Cc1ccc(C)c2c1sc(=NC(=O)CN1C(=O)CCC1=O)n2C,-4,0,-1,5,1,-4,1,2,0.3
O=S(=O)(c1ccc(F)c(F)c1)N1CCCCCCC1,-1,-1,8,6,-3,-4,0,.,-0.8
COc1ccc(N2CCN(C(c3cccs3)c3nnnn3C3CCCC3)CC2)cc1 (stereo not given),3,-1,-4,2,-3,2,36,6,0.1
CC(=O)c1c(C)[nH]c(C(=O)N2CCc3ccccc32)c1C,-7,2,-3,-7,-2,4,13,0,-2.7
C=CC(=O)N1CCCC(Nc2nc(Nc3ccc(N(C)C(=O)CC)cc3C)nc3nc[nH]c23)C1 (stereo not given),9,1,4,12,3,-3,-5,8,-0.4
CSc1ccccc1-c1ccc2nccn2c1,-19,2,21,-6,-4,-4,.,.,.
Cc1ccc(C(=O)c2cc([N+](=O)[O-])ccc2N2CC(C)OC(C)C2)cc1 (stereo not given),4,-1,8,4,-3,9,-3,3,-0.7
COc1ccc(CNS(=O)(=O)c2cc(-c3cc(C)no3)ccc2C(C)C)cc1,-12,6,27*,-4,-6,-6,6,9,-2.1
O=S(=O)(c1ccccc1)c1cnc(-c2ccccc2)nc1N1CCCCC1,-5,-1,-1,8,-3,-6,2,-5,8.8
CCOc1ccc(NC(=O)CN2CCc3cc4c(cc3C2)OCCCO4)cc1OCC,4,1,-4,-22,0,11,-5,4,-0.6
O=C1C2C3c4ccccc4C(c4ccccc43)C2C(=O)N1CN1CCOCC1 (stereo not given),-14,0,6,1,1,1,3,3,-0.7
CC(=O)Nc1ccc(S(=O)(=O)NC2(C(F)(F)F)C(=O)Nc3c2c(=O)[nH]c(=O)n3Cc2ccccc2)cc1 (stereo not given),-6,0,6,8,0,-8,7,2,0.5
COc1ccc(CNc2ncnc3sccc23)cc1,-13,12,6,23,6,-10,1,-3,0.1
Cc1cccc(NS(=O)(=O)c2cccc3nsnc23)c1,-6,1,4,-1,-8,-7,-6,-2,3.3
C[C@H](CO)N1C[C@H](C)[C@@H](CN(C)C(=O)Nc2ccc(C(F)(F)F)cc2)Oc2c(NC(=O)C3CCCCC3)cccc2C1=O,5,1,-12,4,0,-3,-12,3,1.3
COc1ccccc1CSc1ncc(-c2ccc([N+](=O)[O-])cc2)[nH]1,-15,4,14,-2,-3,-4,24,-3,-0.5
CC(C)OC(=O)NCCOC(=O)Nc1ccccc1Cl,7,0,3,-4,-4,7,7,1,-3.0
COc1cc2c(=O)n(CCCC(=O)NCC3CCCO3)c(=O)n(CC(=O)c3ccc(F)cc3)c2cc1OC (stereo not given),-1,3,3,-9,1,-16,-4,2,0.8
COc1cc(F)ccc1-c1csc(C(O)(c2ccccc2)C(F)(F)F)n1 (stereo not given),-13,-1,6,10,-2,-12,.,.,.
CS(=O)(=O)N(CC(=O)NC1CCCC1)c1cccc(F)c1,-2,0,1,3,1,-5,26,-4,1.9
COc1ccccc1Cc1c(-c2ccc(C)cc2)nc2ccc(Cl)cn12,-2,-1,14,-2,-1,6,.,.,.
C[C@@H]1CCCCCCCCCCC1=O,-4,0,4,-10,-4,4,16,4,-0.4
O=C1C2C3C=CC(CNS(=O)(=O)c4ccccc4[N+](=O)[O-])(O3)C2C(=O)N1c1ccccc1 (stereo not given),2,3,0,0,0,9,0,-4,-0.3
CN1CCN(NC(=O)/C=C/c2cccc([N+](=O)[O-])c2)CC1,-1,-1,5,-7,0,-2,-5,4,-0.5
COc1ccc(OC)c(C(=O)c2coc3cc(Br)c(O)c(Br)c23)c1,-4,1,8,15,-4,-1,18,0,0.1
Cc1ccc(Cl)cc1NC(=O)C1COc2ccccc2O1 (stereo not given),-2,-1,11,-9,-8,4,3,0,-0.7
O=C(NCc1ccc2c(c1)OCO2)c1cc(-c2ccccc2)nn1CC1CC(c2cccnc2)=NO1 (stereo not given),-12,13,10,-2,0,-9,3,4,-0.4
COc1ccc(C(=O)NC2CC(C)(C)Cc3c2cnn3-c2ccccc2)cc1OC (stereo not given),3,-2,-15,2,1,-2,-4,4,0.6
CC(=O)Nc1ccc(-n2nnnc2SCC(=O)NC2CCCC2)cc1,1,2,0,13,-1,0,4,3,0.4
Cc1csc(NC(=O)c2ccncc2)n1,3,2,2,-13,-19,-12,8,3,-1.6
O=S(=O)(c1ccccc1)N1CCC(O)(CSc2ccc(F)cc2)CC1,-13,14,5,5,5,-8,-20,7,-0.4
CCCCCC1CCC(c2nnc(SCC(C)=O)o2)CC1 (stereo not given),-1,1,0,0,3,8,2,1,-0.3
COC(=O)NNC(=O)COc1ccc(Cl)cc1,12,1,-9,0,2,2,-8,-1,0.0
C=C1CCN(C(C(=O)OC)C(C)C)S(=O)(=O)c2ccccc21 (stereo not given),3,1,1,-6,3,17,-3,3,-0.3
CNC(=S)N/N=C/c1ccc(N(C)C)cc1,2,1,6,-1,3,1,-6,-1,-1.8

# Source: PubChem
